# Bioassay records (PubChem BioAssay)
# EPAC2 antagonist – qHTS for Antagonist of cAMP-regulated guanine nucleotide exchange factor 2 (EPAC2): primary screen; 0.18% of 360,000 active; EPAC2 GEF exchange of Rap1B-BODIPY-GDP, fluorescence; Potency, µM (top dose mostly 114 µM), for the others: at the highest dose activity, negative = inhibition, hits mostly inhibitors; AID 720708, 2013; Rap guanine nucleotide exchange factor 4 (Homo sapiens), Q8WZA2; note: potency is the fitted concentration of half-maximal effect; % is set by controls: 0 for no effect and ±100 for the full control effect; nearly all actives have a fitted effect of over 45% in size; many of its hits are not listed in these tables
# Target sequence (Q8WZA2 whole entry, looked up): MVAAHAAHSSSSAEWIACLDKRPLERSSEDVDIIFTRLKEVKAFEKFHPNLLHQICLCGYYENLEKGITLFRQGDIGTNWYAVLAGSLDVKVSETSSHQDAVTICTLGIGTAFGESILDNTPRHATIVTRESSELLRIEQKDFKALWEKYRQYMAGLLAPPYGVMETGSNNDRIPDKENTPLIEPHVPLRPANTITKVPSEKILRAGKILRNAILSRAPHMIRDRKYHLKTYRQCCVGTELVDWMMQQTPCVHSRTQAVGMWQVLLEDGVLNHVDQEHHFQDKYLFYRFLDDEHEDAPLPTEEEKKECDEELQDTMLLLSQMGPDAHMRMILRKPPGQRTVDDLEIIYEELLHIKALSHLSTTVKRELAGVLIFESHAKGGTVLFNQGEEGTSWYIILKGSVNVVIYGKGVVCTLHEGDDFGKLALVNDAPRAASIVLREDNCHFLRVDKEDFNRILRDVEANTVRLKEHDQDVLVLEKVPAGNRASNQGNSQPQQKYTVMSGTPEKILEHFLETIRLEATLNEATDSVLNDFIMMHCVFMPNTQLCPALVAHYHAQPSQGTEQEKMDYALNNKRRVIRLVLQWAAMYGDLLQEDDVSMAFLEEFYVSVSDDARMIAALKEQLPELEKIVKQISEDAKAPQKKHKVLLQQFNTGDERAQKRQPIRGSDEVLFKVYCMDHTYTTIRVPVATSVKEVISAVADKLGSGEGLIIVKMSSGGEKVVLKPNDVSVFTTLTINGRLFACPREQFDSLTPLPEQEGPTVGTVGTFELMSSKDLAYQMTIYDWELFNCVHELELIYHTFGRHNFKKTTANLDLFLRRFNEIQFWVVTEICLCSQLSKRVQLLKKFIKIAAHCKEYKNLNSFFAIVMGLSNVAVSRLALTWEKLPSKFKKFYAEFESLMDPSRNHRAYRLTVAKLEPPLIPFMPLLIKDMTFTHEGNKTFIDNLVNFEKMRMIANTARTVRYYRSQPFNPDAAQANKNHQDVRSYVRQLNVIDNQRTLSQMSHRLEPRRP
# A549 tox – Nrf2 qHTS screen for inhibitors: counterscreen for cytotoxicity. Potency, µM (highest dose often 46 µM), inactives show at the top dose activity change, negative = cytotoxicity, most hits filed as inhibitors. A549 ARE-Fluc cells, CellTiter-Fluor viability, 18-24 h. 0.16% of 390,000 active; note: potency is the fitted concentration of half-maximal effect; % is set by controls: 0 for no effect and ±100 for the full control effect
#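 A549 ARE_Fluc cells in 5% FBS OPTI-MEM were exposed to compounds in concentration-response for 18-24 h at 37 deg C. Viability was read by CellTiter-Fluor fluorescence (Ex 405/Em 525) after 30 min, before the luciferase read.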
# EPAC2 agonist – qHTS for Agonist of cAMP-regulated guanine nucleotide exchange factor 4 (EPAC2): primary screen; Rap guanine nucleotide exchange factor 4 (Homo sapiens), Q8WZA2; EPAC2 activation, biochemical qHTS; response scale: 100% = 6.5 mM cAMP response; Potency, µM (titrated, usually from 154 µM), for the others: top-dose activation, hits mostly activators; 0.079% of 360,000 active; note: potency is the fitted concentration of half-maximal effect; nearly all actives have a fitted effect of over 50% in size
#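 Exchange assay: 100 nM EPAC2 with 250 nM Rap1B-BODIPY-GDP and 50 uM GDP. Fluorescence (ex 480/em 540 nm) read every 5 min for 30 min at room temperature. Data normalized to 6.5 mM cAMP as agonist control.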
# CCT chaperon mod – High-Throughput Screening for Modulators of Cytosolic Chaperonin Activity; purified chaperonin ATPase assay, HTRF ADP detection, 30 min; 0.3% of 360,000 active; activity change, % (no concentration beside the values), hits read low; in the data active = activity change below about -30%; note: % is set by controls: 0 for no effect and ±100 for the full control effect
#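 ATPase activity: ADP formed was measured by HTRF Transcreener (665/615 nm ratio) after 30 min at 37 deg C with 10 uM ATP. Compounds screened at one 76 uM concentration against 40 or 20 nM TRiC in Tris pH 7.4/KCl/MgCl2/DTT buffer.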
# Mm-Cpn inhibitor – Inhibitors of TCP-1 ring complex (TRiC) of Methanococcus maripaludis (MmCpn): qHTS. purified Mm-Cpn ATPase, ADP Transcreener TR-FRET. 0.031% of 330,000 active. Chaperonin Mm-Cpn (Methanococcus maripaludis). Potency, µM (doses to about 76.9 µM), inactives show at the top dose activity, negative = inhibition, actives largely listed as inhibitors; note: potency is the fitted concentration of half-maximal effect; % is set by controls: 0 for no effect and ±100 for the full control effect; nearly all actives have a fitted effect of over 80% in size
#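 Purified archaeal chaperonin (25 nM final) was preincubated with compound for 10 min at 37°C, then ATP (10 uM final) was added for 30 min at 37°C in Tris pH 7.4/KCl/MgCl2/DTT buffer. ADP was quantified by HTRF Transcreener TR-FRET.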
# Nrf2 inh – Nrf2 qHTS screen for inhibitors | A549 ARE-Fluc reporter, luciferase luminescence, 18-24 h | Potency, µM (titrated, usually from 46 µM), inactives show at the top dose activity change, negative = inhibition, usual class: inhibitors | 2.1% of 360,000 active; note: potency is the fitted concentration of half-maximal effect; % is set by controls: 0 for no effect and ±100 for the full control effect; nearly all actives have a fitted effect of over 60% in size
#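 Two sequential reads on A549 ARE_Fluc cells exposed to compound for 18-24 h: a CellTiter-Fluor fluorescence read for viability, then a luciferase luminescence read for Nrf2/ARE activity.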
# Nrf2 ARE act – qHTS of Nrf2 Activators | AREc32 ARE-luciferase reporter (MCF7-derived line), luminescence, 24 h | Potency, µM (doses to about 46.1 µM), without a hit: top-dose activation, hits mostly activators | 0.31% of 410,000 active; note: potency is the fitted concentration of half-maximal effect; % of control where 0% means no effect; nearly all actives have a fitted effect of over 65% in size
#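 AREc32_Fluc, 1000 cells/well, OPTI-MEM + 5% FBS, o/n 37 deg C 5% CO2; 23 nL cpd by pin tool, 24 hr; Steady-Glo 30 min RT, luminescence.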
# TGFb SMAD3 inh – qHTS for Inhibitors of TGF-b; 1.2% of 410,000 active; AID 588855, 2011; HepG2 CAGA-GFP TGF-b/SMAD3 reporter, GFP fluorescence, 18 h; TGF-beta stimulated, 500 pg/mL final; Potency, µM (doses to about 46.1 µM), inactives show at the highest dose activity, negative = inhibition, usual class: inhibitors; note: potency is the fitted concentration of half-maximal effect; % is set by controls: 0 for no effect and ±100 for the full control effect; nearly all actives have a fitted effect of over 65% in size
#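 Using HEPG2 CAGA-GFP reporter cells at 1000 cells/well, we pinned test compounds, stimulated with recombinant TGF-beta (500 pg/mL final) and measured total well GFP after 18 h.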
# Akt phos inh – HTS Assay for Inhibitors of Akt Phophorylation: Primary Screen | 0.32% of 360,000 active | Neuro2A IGF-stimulated pAkt S473 HTRF, 20 min; stronger effect = lower value | activity change, % for hits at 50 µM; in the data active = activity change below about -80%; inconclusive = mostly about -51% to -80%; note: % is set by controls: 0 for no effect and ±100 for the full control effect
#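 Single-point screen (50 µM final compound) in Neuro2A cells stimulated 20 min with 6 nM IGF at 37 deg C. After lysis, Ser473-phosphorylated Akt read by HTRF (ex 330 nm, em 615/665 nm) as the 665/615 ratio.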
# The depositor's hits bear a star; i = inactive; ? = inconclusive; . = not tested or not shown; & = joins results of further samples; ! = not active in a repeat; [ ] = remark or other dose. Unless noted, calls come from the whole dose curve; as a rule, active = well fitted curve in the direction sought with a large enough effect; inconclusive = small, poorly fitted or top-dose-only effect, or another doubt; inactive = no such curve, though single readings can be large; an effect the other way counts as inactive or inconclusive. Some of the compounds tested, so the mix of outcomes need not match the whole.
SMILES,EPAC2 antagonist,A549 tox,EPAC2 agonist,CCT chaperon mod,Mm-Cpn inhibitor,Nrf2 inh,Nrf2 ARE act,TGFb SMAD3 inh,Akt phos inh
N#Cc1ccc(CSc2nnc(NC(=O)CN3C(=O)C4CC=CCC4C3=O)s2)cc1 (configuration not stated),8.9%,-2.4%,0.3%,-1.1,-0.1%,0.5%,0.0%,-0.6%,i
CN(/N=C/c1ccncc1)C1=NCCN1,15.1%,2.0%,4.1%,2.4,-1.4%,0.6%,-0.2%,7.2%,i
CCCNC(=O)NCCC12CC3CC(CC(C3)C1)C2,-5.7%,0.2%,1.6%,-4.4,1.4%,?,1.6%,5.0%,i
O=C(Nc1ccccn1)N1CCOCC1,7.3%,-9.7%,-0.8%,-1.6,-0.4%,21.1%,-0.4%,-28.8%,i
CC(C)NC(=S)N/N=C/c1ccc(N2CCOCC2)cc1,-7.3%,0.0%,-1.9%,1.8,-1.6%,-23.3%,3.0%,?,i
CCOC(=O)c1cc([N+](=O)[O-])sc1N,-1.9%,-14.0%,-0.3%,-0.9,1.2%,0.5%,3.2%,13.7%,i
Cc1ccc2nc(NC(=O)CS(=O)(=O)Cc3ccccc3)sc2c1,3.2%,-3.7%,-4.1%,1.3,-0.2%,11.2%,-0.6%,34.2%[activator],i
O=C(CSc1n[nH]c(-c2cccnc2)n1)Nc1ccccc1C(F)(F)F,10.2%,1.0%,5.0%,-2.2,-0.1%,8.0%,0.1%,8.2%,i
Cc1ccsc1CN(C)C(=O)C1CCC(=O)N(CCc2cccc(F)c2)C1 (configuration not stated),3.8%,7.9%,0.2%,-4.7,0.2%,?,1.6%,?,i
CCOC(=O)c1cc2sccc2n1CC(=O)OC,5.3%,11.9%,3.7%,1.8,0.6%,5.5%,-0.3%,?,i
CN1CCN(C(=O)c2ccc(COc3ccc(Cl)cc3Cl)cc2)CC1,2.1%,7.5%,-0.2%,0.0,-2.2%,6.0%,5.6%,-17.7%,i
N#Cc1c(-c2c(Cl)cccc2Cl)noc1/C=C/Nc1ccc(C(=O)O)cc1,?,0.0%,-0.7%,-5.5,-6.5%,?,-1.5%,-14.6%,i

# Next section (five carried over from the part before).
SMILES,EPAC2 antagonist,A549 tox,EPAC2 agonist,CCT chaperon mod,Mm-Cpn inhibitor,Nrf2 inh,Nrf2 ARE act,TGFb SMAD3 inh,Akt phos inh
O=C(CSc1n[nH]c(-c2cccnc2)n1)Nc1ccccc1C(F)(F)F,10.2%,1.0%,5.0%,-2.2,-0.1%,8.0%,0.1%,8.2%,i
Cc1ccsc1CN(C)C(=O)C1CCC(=O)N(CCc2cccc(F)c2)C1 (configuration not stated),3.8%,7.9%,0.2%,-4.7,0.2%,?,1.6%,?,i
CCOC(=O)c1cc2sccc2n1CC(=O)OC,5.3%,11.9%,3.7%,1.8,0.6%,5.5%,-0.3%,?,i
CN1CCN(C(=O)c2ccc(COc3ccc(Cl)cc3Cl)cc2)CC1,2.1%,7.5%,-0.2%,0.0,-2.2%,6.0%,5.6%,-17.7%,i
N#Cc1c(-c2c(Cl)cccc2Cl)noc1/C=C/Nc1ccc(C(=O)O)cc1,?,0.0%,-0.7%,-5.5,-6.5%,?,-1.5%,-14.6%,i
COc1ccc(C2C(C(C)=O)=C(C)Nc3ncnn32)cc1OC (configuration not stated),14.5%,-2.0%,-8.2%,0.0,1.0%,-7.0%,-0.8%,0.4%,i
CCOC(=O)c1ccc(NC2=CC(c3ccc(OCC)cc3)N(c3ccc(C(=O)OCC)cc3)C2=O)cc1 (configuration not stated),.,4.2%,.,.,.,20.3%,-0.7%,11.5%,.
CC(C)(C)[C@@H]1C=C(C(=O)N2CCN(Cc3ccccc3)CC2)O[C@H](OCCCCO)C1,9.9%,-0.4%,-2.0%,-2.0,.,2.6%,0.4%,-22.2%,i
Cn1c(=O)c2cc(S(=O)(=O)NC(C(=O)NCc3ccccn3)c3ccccc3)ccc2n(C)c1=O (configuration not stated),-1.4%,-8.0%,8.1%,-0.9,0.6%,0.4%,-0.2%,13.4%,i
COCCNc1ccc(S(=O)(=O)N2CCCC2)cc1[N+](=O)[O-],-7.6%,3.4%,4.2%,-0.7,0.9%,-5.8%,1.7%,0.0%,i
Cc1ccc(-c2csc(/C(C#N)=C/c3ccccc3Cl)n2)cc1,.,?,.,.,.,?,?,-5.8%,.
Cc1cc(C)n(-c2ccnc3cc(Cl)ccc23)n1,8.8%,0.4%,2.1%,1.2,?,2.4%,-0.7%,-11.8%,i
O=C(COC(=O)C1=COCCO1)Nc1ccccc1OC(F)F,-7.0%,-1.7%,9.0%,0.5,3.2%,4.6%,3.2%,-4.4%,i
O=C(NNC(=S)Nc1cccc2ccccc12)c1cccc(Br)c1,-3.9%,-13.3%,11.8%,-5.3,-2.7%,?,7.6%,-27.4%,.
O=C(Nc1ccc(O)cc1)c1ccc2c(c1)C(=O)N(Cc1ccco1)C2=O,-13.4%,-2.7%,14.2%,-0.5,2.9%,3.5%,2.5%,-18.8%,i
COc1cc(CCCN2C(=S)NC[C@@H]2CC2CCCCC2)cc(OC)c1OC,-25.0%,-3.9%,7.1%,1.5,2.5%,-9.1%,-0.1%,-9.1%,i
COc1ccccc1OCc1nc2ccccc2[nH]1,10.9%[57.1 µM],-5.8%,6.3%,0.4,0.9%,?,-0.1%,-15.5%,i
O=C(c1cccs1)N1CCC(N2CCN(c3ccccc3)CC2)CC1,-5.5%,-5.1%,4.6%,1.5,0.2%,-4.2%,0.2%,-9.6%,i
CC(=O)Nc1ccc(/C=N/NC(=O)c2cc3cc(C)ccc3nc2C)cc1,7.6%,2.3%,-5.7%,0.2,1.0%,12.9%,-0.6%,-0.5%,i
C=Cc1ccc(Cn2c(C)c(CNCc3ccc(SC)cc3)c(C(=O)O)c2C)cc1,.,1.9%,.,.,.,2.5%,0.3%,16.9%,.
O=C(Nc1ccc(CN2CCOCC2)cc1)c1ccc(F)cc1,8.8%,-6.3%,4.4%,0.6,0.0%,?,3.3%,-3.5%,i
CCc1ccc(NC(=O)Cn2c(=O)n(CC3CCCO3)c(=O)c3cc(OC)c(OC)cc32)cc1 (configuration not stated),.,-5.6%,.,.,.,-2.0%,0.5%,-6.5%,.
COc1ccc(Br)cc1CNC(=O)Cn1nc(C)n2c(cc3cc(F)ccc32)c1=O,.,6.7%,.,.,.,5.0%,3.4%,-0.9%,.
CC(C)N(C)c1ncnc2c1ncn2[C@H]1CN(Cc2ccccc2)C[C@@H](CO)O1,-0.9%,.,6.4%,-0.8,.,.,1.0%,19.1%,i
Cc1ccc(SCCC(=O)Nc2ccccc2Br)cc1,-12.9%,-7.7%,6.8%,0.5,0.9%,2.1%,-0.5%,0.7%,i
CCNC(=S)NNC(=O)c1nn(C)c(C)c1Cl,-5.2%,-6.2%,2.0%,0.2,2.1%,6.7%,-0.3%,1.7%,i
Cc1cccc(CN2C(=O)c3ccccc3Sc3ccc(C(=O)NCCCN4CCOCC4)cc32)c1,-13.3%,-1.8%&-2.0%,-2.9%,-0.6,2.1%,-6.7%,-0.2%&13.8%,11.2µM*!,i
Cn1c(=O)[nH]c(=O)c2c1nc(N1CCN(c3ccccc3)CC1)n2CCSc1ncccn1,-8.4%,0.6%,0.4%,-0.1,0.0%,4.8%,0.4%,2.9%,i
Cc1ccc2nc(SCc3cn4cccnc4n3)[nH]c2c1,0.7%,3.6%,1.4%,-4.2,1.2%,0.3%,2.3%,-1.4%,i
CN(CC(=O)Nc1cccc(F)c1)CC(=O)Nc1cccc([N+](=O)[O-])c1,0.4%,-2.2%,-2.9%,-2.1,0.2%,?,4.2%,-14.2%,i
COc1ccccc1N1CCN(S(=O)(=O)c2c(C(=O)N3CCOCC3)c(C)n(C)c2C)CC1,0.6%,8.6%,-6.0%,0.4,1.8%,7.7%,-0.2%,1.7%,i
O=C(O)COc1ccccc1/C=N/NC(=O)c1cc2ccccc2cc1O,20.7%,10.4%,10.8%,-2.8,-1.5%,-10.4%,3.4%,0.2%,i
CC(C)CC(=O)N1CCN(S(=O)(=O)c2ccc(C3CCCCC3)cc2)CC1,-2.2%,-16.2%,-0.1%,-3.6,0.6%,8.2µM*,-1.2%,-18.0%,i
C=C(C)COc1ccc(-c2[nH]ncc2Oc2ccccc2OCC)c(O)c1,-28.2%,?,10.1%,-2.0,1.9%,?,-0.1%,?,i
Cc1c(NC(=O)c2ccc(S(=O)(=O)Nc3ccccc3F)cc2)c(=O)n(-c2ccccc2)n1C,12.5%,1.1%,0.6%,-2.8,1.9%,-2.6%,-0.3%,-0.1%,i
CSc1ccc(C(=S)N2CCN(Cc3ccccc3)CC2)cc1,-12.2%,3.9%,11.0%,-4.5,0.2%,?,-0.4%,-11.3%,.
Cc1ccn2c(=O)nc(SCC(=O)NCc3ccccc3Cl)nc2c1,1.1%,2.1%,-3.7%,2.1,-2.4%,22.8%,0.3%,7.5%,i
